Screening data: PubChem BioAssay, National Center for Advancing Translational Sciences (NCATS)
VP16 counter – Gal4-VP16 reporter inhibition counter-screen; Drosophila S2 Gal4-VP16 UAS-luciferase, luminescence, 20 h; Potency, µM (highest dose often 53.6 µM), inactives show top-dose activity, negative = inhibition, most hits filed as inhibitors; actives 3.5% (n = 310,000); AID 2546;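 note: Gal4-VP16 expression switched on by copper sulfate through the metallothionein promoter; potency is the fitted concentration of half-maximal effect; % is set by controls: 0 for no effect and ±100 for the full control effect; nearly all actives have a fitted effect of over 50% in size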
FLuc modulator – inhibits or activates purified firefly luciferase, miR-21 counter-screen; P08659; purified FLuc, Km substrates, luminescence inhibition; Potency, µM (titrated, usually from 57.5 µM), inactives show top-dose activity change, negative = inhibition, hits mostly inhibitors; actives 6.9% (n = 360,000); AID 588342;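 note: potency is the fitted concentration of half-maximal effect; plate controls were vehicle for no effect and reference inhibitor for full effect; nearly all actives have a fitted effect of over 55% in size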
Target sequence (P08659 whole entry, looked up): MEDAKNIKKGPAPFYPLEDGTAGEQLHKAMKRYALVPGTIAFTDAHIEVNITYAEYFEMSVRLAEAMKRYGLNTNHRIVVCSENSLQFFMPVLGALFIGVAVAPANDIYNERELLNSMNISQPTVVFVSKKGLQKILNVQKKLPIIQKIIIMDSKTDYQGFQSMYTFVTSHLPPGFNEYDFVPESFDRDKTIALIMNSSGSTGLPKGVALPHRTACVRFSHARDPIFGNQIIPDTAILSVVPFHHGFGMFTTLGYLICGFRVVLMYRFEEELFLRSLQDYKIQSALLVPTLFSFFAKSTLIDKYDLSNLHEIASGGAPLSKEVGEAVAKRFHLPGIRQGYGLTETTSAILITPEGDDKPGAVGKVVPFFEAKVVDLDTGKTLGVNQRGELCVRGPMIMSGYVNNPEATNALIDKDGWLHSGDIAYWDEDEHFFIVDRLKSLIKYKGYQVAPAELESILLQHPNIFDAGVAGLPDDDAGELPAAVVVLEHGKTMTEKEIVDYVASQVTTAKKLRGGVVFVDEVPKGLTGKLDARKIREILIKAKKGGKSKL
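Purified P. pyralis luciferase, 10 nM final, with Km-level 10 uM D-luciferin and 10 uM ATP in 50 mM Tris acetate pH 7.5, 10 mM Mg acetate, 0.01% Tween-20, 0.05% BSA; 6-point qHTS titration about 60 µM downward; luminescence read.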
Giardia kill – Giardia lamblia killing. Giardia lamblia trophozoite viability. actives 0.15% (n = 340,000). activity change, % at 7.66 µM, hits read low; in the data active = activity change below about -80%; inconclusive = between about -30% and that limit;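 note: parasites exposed to compound for two days anaerobically before the ATP read; % is set by controls: 0 for no effect and ±100 for the full control effect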
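Trophozoite viability was measured as ATP-dependent luminescence, read 15-30 min after reagent addition. Before that, parasites at 100 cells/well were exposed to compounds for 48 h, anaerobically, at 37 deg C.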
BRCA1 expr act – BRCA1 expression activation. actives 1.1% (n = 380,000). Potency, µM (series often up to 46.1 µM), for inactives: at the highest dose activation, hits mostly activators. AID 624202. MCF7-BRCA1-FFLuc reporter, luminescence, 48 h; response scale: scaled: vehicle 0%, 10 µM genistein 100%; note: potency is the fitted concentration of half-maximal effect; nearly all actives have a fitted effect of over 80% in size; some results filed as inactive show a strong effect at the top dose
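MCF7 cells carrying a BRCA1-firefly luciferase reporter (2000 cells/well, phenol-red free MEM) were attached for 2 h at 37 °C, then given compounds for 48 h. Luminescence was read 15 min after luciferase reagent; activity normalized to genistein (10 microM) and DMSO.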
Rab9 prom act – activators of Rab9 promoter. AID 485297. actives 2.8% (n = 320,000). Potency, µM (series often up to 9.22 µM), without a hit: top-dose activation, negative = inhibition, usual class: activators. Huh7 Rab9 promoter-luciferase reporter, luminescence, 24 h; note: potency is the fitted concentration of half-maximal effect; % of control where 0% means no effect; nearly all actives have a fitted effect of over 60% in size
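Using Huh7 cells stably transfected with Rab9 promoter–luciferase, compounds were incubated 24 h at 37 °C, 5% CO2; luciferase luminescence was read 10 min after reagent addition.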
RORg inh – inhibitors of mouse ROR gamma transcriptional activity; P51450; Drosophila S2 Gal4-RORgamma UAS-luciferase reporter, 20 h; Potency, µM (titrated, usually from 53.6 µM), without a hit: top-dose activity change, negative = inhibition, actives largely listed as inhibitors; actives 5.4% (n = 310,000); AID 2551; note: potency is the fitted concentration of half-maximal effect; % is set by controls: 0 for no effect and ±100 for the full control effect; nearly all actives have a fitted effect of over 60% in size
Target sequence (P51450 whole entry, looked up, the tested form may be a part): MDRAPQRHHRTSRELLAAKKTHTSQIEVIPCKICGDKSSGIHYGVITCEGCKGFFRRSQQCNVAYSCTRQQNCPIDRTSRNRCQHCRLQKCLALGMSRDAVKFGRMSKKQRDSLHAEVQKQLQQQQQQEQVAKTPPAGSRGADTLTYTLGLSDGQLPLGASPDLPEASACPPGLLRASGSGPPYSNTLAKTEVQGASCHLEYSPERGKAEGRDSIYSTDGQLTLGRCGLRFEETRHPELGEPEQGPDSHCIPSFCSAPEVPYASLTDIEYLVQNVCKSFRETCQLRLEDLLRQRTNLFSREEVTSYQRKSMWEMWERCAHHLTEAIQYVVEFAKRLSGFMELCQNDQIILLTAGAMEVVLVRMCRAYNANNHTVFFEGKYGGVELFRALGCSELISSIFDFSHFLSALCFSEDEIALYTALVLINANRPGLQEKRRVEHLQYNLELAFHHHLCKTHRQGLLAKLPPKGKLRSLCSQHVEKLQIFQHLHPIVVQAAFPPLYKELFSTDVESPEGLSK
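Using a luciferase readout, inhibitors were identified by reduced reporter activity in Drosophila cells coexpressing a copper-inducible Gal4–ROR gamma fusion and UAS-driven Photinus luciferase, incubated 20 hr after 700 uM copper sulfate.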
NPC1 prom act – activators of NPC1 promoter | Huh7 NPC1 promoter luciferase reporter, 24 h | Potency, µM (highest dose often 9.22 µM), for inactives: at the highest dose activation, hits mostly activators | actives 2.4% (n = 320,000) | AID 485313;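 note: potency is the fitted concentration of half-maximal effect; % of control where 0% means no effect; nearly all actives have a fitted effect of over 60% in size; reporter is driven by a mutant NPC1 promoter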
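Cells: Huh7 expressing luciferase under the NPC1 promoter, 1500/well. Seeded 2 h, compound added, incubated 24 h at 37 °C. Luciferase reagent, 10 min ambient, then luminescence.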
Menin-MLL TR inh – displaces Texas Red mutant MLL peptide from human menin; O00255; Menin + Texas Red MLL mutant peptide, fluorescence polarization; Potency, µM (titrated, usually from 61.6 µM), inactives show at the highest dose FP activity change, negative = inhibition, usual class: inhibitors; actives 0.23% (n = 270,000); AID 1768; active = well fitted inhibition curve with a large enough effect in the polarisation, with a control signal flat, not every such curve was filed as active; inconclusive = small, poorly fitted or top-dose-only effect, or effect the other way, or a change in a side signal; inactive = no such curve, though single readings can be large or run the other way; the % refers to the polarisation; note: potency is the fitted concentration of half-maximal effect; % of control where 0% means no effect; many of its hits are not listed in these tables
PKM2 act – increases activity of human pyruvate kinase M2. actives 0.34% (n = 260,000). P14618. purified PKM2, Kinase-Glo ATP luminescence, activation; response scale: 0% is enzyme alone, no compound. Potency, µM (top dose mostly 57.5 µM), for inactives: at the highest dose activation, hits mostly activators; note: potency is the fitted concentration of half-maximal effect; % is set by controls: 0 for no effect and ±100 for the full control effect; nearly all actives have a fitted effect of over 55% in size
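hPK-M2, >95% pure; 0.1 mM ADP / 0.5 mM PEP final; imidazole pH7.2 buffer w/ 7 mM MgCl2, 50 mM KCl; 1 h RT; Kinase-Glo lum. Intermediate enzyme activity for dual inhibitor/activator qHTS.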
p53 reactivation – restores transcriptional activity of mutant p53; Potency, µM (top dose mostly 92.2 µM), without a hit: top-dose activity change, positive = activation, hits mostly activators; H1299 p53-A138V BP100-luciferase reporter, luminescence, 24 h; actives 0.063% (n = 320,000); note: potency is the fitted concentration of half-maximal effect; % of control where 0% means no effect; nearly all actives have a fitted effect of over 45% in size
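H1299 (p53-null), stable ts p53-A138V + BP100-Luc; 1000 cells/well, Opti-MEM/10% FBS; cpd 4 pt, 1:5; 24 h, 37 deg C, 5% CO2; detection reagent 10 min RT; luminescence.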
ELG1 genotoxic – inducers of genotoxicity in HEK293T ELG1-luciferase cells; HEK293T ELG1-luciferase reporter, luminescence, 16 h; Potency, µM (top dose mostly 46 µM), for the others: top-dose activity change, positive = activation, actives largely listed as activators; actives 1.3% (n = 330,000); note: potency is the fitted concentration of half-maximal effect; % of control where 0% means no effect; nearly all actives have a fitted effect of over 60% in size
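After overnight (16 hr) compound treatment at 37 °C, ELG1-luciferase HEK293T cells were lysed with ONE-Glo; luminescence quantified 30 min later at room temperature.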
Numbers without * were called inactive; ? = inconclusive; · = no result given; & = joins results of further samples; [ ] = another dose, or the depositor's remark. Unless noted, calls come from the whole dose curve; as a rule, active = well fitted curve in the direction sought with a large enough effect; inconclusive = small, poorly fitted or top-dose-only effect, or another doubt; inactive = no such curve, though single readings can be large; an effect the other way counts as inactive or inconclusive. Not all compounds are listed; count on the stated rates, not on these rows.

Values run as follows: VP16 counter | FLuc modulator | Giardia kill | BRCA1 expr act | Rab9 prom act | RORg inh | NPC1 prom act | Menin-MLL TR inh | PKM2 act | p53 reactivation | ELG1 genotoxic
COc1ccc(C2C3=C(CCCC3=O)Nc3nc(SCc4ccccc4)nn32)cc1OC (centres undefined)
    5% | 2% | 12 | -40% | -4% | -18% | 1% | 1% | 3% | -8% | ?
Cc1ccc(-c2nnn(CC(=O)Nc3ccc4nn(-c5ccccc5)nc4c3)n2)o1
    -4% | -3% | -5 | ? | 20% | -13% | 10% | -19% | -1% | 2% | 10%
Cc1cccc(NC(=O)C(C)Oc2ccccc2C)n1 (centres undefined)
    6% | 2% | 8 | -13% | -9% | 4% | 2% | -27% | -3% | -2% | 2%
O=C(O)C1[C@H]2C(=O)N(C3CCCC3)C[C@]23C=C[C@H]1O3 (some centres undefined)
    4% | -1% | 7 | 3% | 0% | -2% | 1% | 0% | 2% | 7% | -3%
O=C(N=Nc1ccc(NOC(=O)c2ccccc2Br)cc1)c1ccccc1O
    ? | 8.5µM* | · | · | ? | ? | ? | ? | · | 6% | 3%
COc1cccc(NC(=O)CSc2nc(O)c(C)c(=O)n2-c2ccc(C)cc2)c1
    -14% | 1% | 2 | 0% | 2% | 27% | 1% | 7% | 1% | -2% | 4%
CC(C)(C)C(=O)N1CCN(c2ccnc3cc(Cl)ccc23)CC1
    -9% | -7% | 2 | -2% | 4% | 36% | -4% | ? | 0%[11.5 µM] | 2% | -5%
COc1ccc(NC(=O)C2CCCN(S(=O)(=O)c3c(C)[nH]c(=O)[nH]c3=O)C2)cc1 (centres undefined)
    5% | 2%&-2% | 12 | 0%&51% | 3% | 0% | -1% | 33%[activator] | 2% | -2% | 2%
COc1ccc(C(O)(CCc2ccccc2)CCN2CCCCC2)cc1 (centres undefined)
    -5% | 0% | 34[activator] | -16% | -1% | -2% | 2% | -26% | 5% | 2% | ?
CCc1nnc(NC(=O)C(C)C)s1
    4% | 0% | -7 | 33% | 10% | -2% | 1% | 2% | -3% | -3% | 2%
Cc1ccc(NC(=O)c2ccc(F)cc2F)cc1NS(C)(=O)=O
    -9% | ? | -11 | 0% | 10% | 12% | 4% | · | -4% | 12% | 3%
Cc1ccc(C(=O)NNC(=O)c2cc(C)nc3ccccc23)cc1
    · | ? | -11 | -3% | 3% | · | -1% | · | · | 0% | 1%
CSCCC(NC(=O)c1ccc(Cl)cc1Cl)C(=O)NNC(=O)c1csc(N2CCOCC2)n1 (centres undefined)
    -12% | 24µM* | 3 | 1% | 5% | 10% | -2% | 1% | 1% | -1% | 6%
COC(OC)c1ccnc(SCc2ccccc2Cl)n1
    6% | -9% | -1 | 11% | 1% | 18% | 1% | · | -1% | -4% | 2%
O=C(O)CSc1nnc(NC(=O)c2ccc3c(c2)OCO3)s1
    13µM* | 1.9µM* | ? | -71% | -3% | 13µM* | -4% | -20% | -25% | 0% | -12%
COc1ccccc1N1C(=O)c2cccnc2C1=O
    2% | 11% | -8 | -7% | 1% | -15% | -4% | 4% | -3%[11.5 µM] | · | -1%
O=C(CSc1nccc(=O)[nH]1)Nc1cccc2ccccc12
    -6% | 4% | -19 | -4% | 8% | 7% | 1% | · | · | -3% | 2%
CSCCC(NS(=O)(=O)c1ccc2c(c1)oc(=O)n2C)C(=O)NCc1ccc(C)cc1 (centres undefined)
    7% | -1% | 10 | 9% | 3% | 7% | 0% | · | -1% | -1% | ?
CCCCn1c(SCC(=O)NNC(=O)c2ccco2)nnc1-c1ccco1
    2% | -8% | 7 | 0% | 12% | -1% | 1% | 2% | -3% | 6% | 2%
COc1ccc(OC)c(NC(=O)Cn2cccc2)c1
    -3% | 0% | -17 | -4% | 0% | 1% | 8% | · | 14% | 0% | -2%
CCOC(=O)CN=C(NS(=O)(=O)c1ccc(Cl)cc1)c1ccccc1
    6% | 7% | 6 | 6% | 1% | -17% | 1% | 16% | 0% | 2% | 2%
CCCOc1cccc(C2C(C(=O)c3cccs3)=C(O)C(=O)N2CCN2CCOCC2)c1 (centres undefined)
    -14% | 1% | -25 | 4% | -2% | -10% | 1% | 3% | · | -6% | -2%
CC(=O)NC1=NC(=O)/C(=C/c2cc(C)n(-c3ccc(NC(C)=O)cc3)c2C)S1
    -2%[10 µM] | 5.4µM* | 23 | 50% | ? | ? | ? | 10% | 3% | 25% | -4%
CCN(CC)CCCNC(=O)Cn1nc([N+](=O)[O-])c(Cl)c1C
    7% | -1% | -15 | 3% | -4% | -14% | -1% | -15% | 0% | 3% | 0%
CN(CC(=O)Nc1ccccc1Cl)C(=O)CSc1nnc(-c2ccco2)o1
    10% | -6% | -22 | 10% | 6% | 22% | -1% | ? | 26% | 9% | -5%
CNC(=S)Nc1cccc([N+](=O)[O-])c1
    6% | 0% | -16 | -18% | 0% | 3% | -1% | 4% | -30% | 5% | 0%
O=C(Nc1ccccc1)Nc1ccc(C(=O)N2CCCC2)cc1
    ? | 2.4µM* | ? | -28% | 0.35µM* | ? | 0.56µM* | 11% | -52% | -8% | ?
O=C(/C=C/c1ccc(S(=O)(=O)N2CCOCC2)cc1)N1CCN(c2ccc(F)cc2)CC1
    ? | 3% | 1 | -34% | -25% | ? | -3% | · | 1% | 2% | -11%
COC(=O)Nc1nc2c(s1)CCCC2
    9% | -17% | 18 | ? | 15% | ? | 16% | -8% | -5% | ? | ?
O=C(Nc1cccc(S(=O)(=O)NC2=NCCCCC2)c1)C1COc2ccccc2O1 (centres undefined)
    -8% | 6% | -6 | ? | 0% | 0% | -3% | -11% | 12% | -4% | -9%
Oc1cncc(Cc2ccccc2)c1
    4% | 3% | 31[activator] | -6% | -5% | -19% | 4% | 0% | -10% | 19% | -4%
Cc1cccc(C(=O)N2CCc3cc(-c4nc(NC(=O)Cn5nnc6ccccc6c5=O)sc4C)ccc32)c1
    -11% | 5% | · | · | -20% | 28%[10 µM] | -13% | -2% | -13% | 2% | -7%
O=c1c2[nH]c3ccccc3c2nc2n1CCCS2
    -14% | ? | -3 | -21% | 12% | 11% | 6% | 16% | 4% | 14% | 16%
COc1cc(C(C(=O)NC2CCCCC2)N(Cc2cccs2)C(=O)Cc2c[nH]c3ccccc23)cc(OC)c1OC (centres undefined)
    -15% | 2% | -5 | -52% | -1% | 37% | -5% | -10% | 1% | -35%[inhibitor] | -11%
CCCCn1c(C)nc2cc(S(=O)(=O)N3CCOCC3)ccc21
    · | 2% | 10 | 2% | -7% | · | -1% | · | · | -11% | 3%
CCCCN(C(=O)c1cccc(S(=O)(=O)N2CCOCC2)c1)c1c(N)n(CCC)c(=O)[nH]c1=O
    -6% | -1% | -2 | -6% | 0% | -10% | -4% | 13% | -1% | -2% | 1%
CCN(CC(=O)Nc1c(F)cccc1F)C(=O)CSCC(=O)Nc1cccc(C)c1
    · | 0% | -8 | -17% | -2% | · | 0% | · | · | 0% | -2%
CC(=O)Nc1ccc(S(=O)(=O)N2c3ccccc3C(C)=CC2(C)C)cc1
    5% | -3% | 17 | -62% | -24% | 1% | -13% | 35%[activator] | 0% | 7% | 8%
Cc1ccc(C)c(NC(=O)CN(C)C(=O)COc2cccc3c2OC(C)(C)C3)c1
    · | 2% | 11 | -10% | 0% | · | -1% | · | · | -7% | 1%
CCOC(=O)C1=C(N)N(c2ccc(C)cc2)C2=C(C(=O)CCC2)C1c1cccs1 (centres undefined)
    1% | 1% | 0 | -66% | -5% | ? | 1% | -4% | -9% | -16% | -2%
Cc1ccc(C2=CC(c3cccs3)n3nnnc3N2)cc1 (centres undefined)
    -21% | -26% | -22 | -19% | ? | -1% | 5µM* | ? | -13% | ? | 3%
O=C(O)c1cc(S(=O)(=O)N2CCCCCC2)ccc1Cl
    7% | 2% | -7 | 5% | 2% | -25% | -2% | 7% | 0% | 2% | -4%
CC(=O)N/C(=C/c1ccc2c(c1)OCO2)C(=O)N1CCOCC1
    15% | 0% | 2 | -1% | -3% | -11% | 1% | 8% | 9% | 14% | -3%
O=S(=O)(NNC(=S)NCC1CCCO1)c1cc(Cl)ccc1Cl (centres undefined)
    -8% | -2% | -12 | -5% | -4%[1.84 µM] | -3% | -4% | · | -4% | 9% | 13%
